Bioassay records as filed in PubChem.
CFTR F508del cor = correctors of CFTR F508del function in bronchial epithelial cells; CFBE cells, YFP halide quenching; stimulated with forskolin plus potentiator P3; % fluorescence drop versus neutral controls; activity (quench increase), % at 7.58 µM; hit rate 0.36% among 350,000; AID 720511;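 active means mean added fluorescence quench of at least 8% versus neutral control, with both replicates also reaching 8%; inconclusive means only one of the mean or replicate conditions met; inactive means mean below 8% and not both replicates reaching 8%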;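 further: cells transiently co-express mutant CFTR-F508del with the halide-sensitive YFP; corrector assay measuring rescue of mutant channel to the surface after 24 h compound exposure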
PAX8 inh HTS = inhibitors of PAX8 transcriptional activity in RMG-I cells; RMG-I TPO-luciferase reporter, SteadyGlo, 24 h; inhibition, % at 12.6 µM; hit rate 1.2% among 360,000; AID 652154;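 active means mean replicate inhibition at least 60% with every replicate also reaching 60%; inconclusive means only one of the two criteria is met; inactive means mean below 60% and not all replicates reaching 60%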;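 further: luciferase light reporting Pax8 driven TPO promoter activity; plate controls were median of neutral control wells for no effect and mitoxantrone controls for full effect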
Xi reactivation = X-chromosome reactivation activator. XiGFP mouse fibroblasts, % GFP-positive cells imaging, 3 d; cells co-treated with 5-aza-dC sensitizer; scaled so ellipticine positive control = 100%. hit rate 0.055% among 360,000. activation, % at 7.58 µM;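 active means mean normalized replicate activation at least 10% and every replicate at or above 10%; inconclusive means only one of the two criteria met; inactive means mean below 10% and not all replicates reach 10%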;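 further: 0% = median of on-plate neutral control wells and 100% = ellipticine 6 µM median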
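Material: XiGFP fibroblasts, SV40-immortalized; Buffer or medium: DMEM containing 5-aza-dC; Compound dosing: single point; Times: 3 days compound exposure.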
ERp5 block = inhibitors of human ERp5. ERp5 insulin aggregation, absorbance 650 nm, 90 min. inhibition, % at 9.99 µM. hit rate 0.05% among 350,000. Q15084;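 active means mean replicate inhibition above about 25%, with every replicate also reaching it, limit read from the data, passing the limit was not always enough; inconclusive means only one of those two criteria met; inactive means neither criterion met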
Target sequence (Q15084 whole entry, looked up): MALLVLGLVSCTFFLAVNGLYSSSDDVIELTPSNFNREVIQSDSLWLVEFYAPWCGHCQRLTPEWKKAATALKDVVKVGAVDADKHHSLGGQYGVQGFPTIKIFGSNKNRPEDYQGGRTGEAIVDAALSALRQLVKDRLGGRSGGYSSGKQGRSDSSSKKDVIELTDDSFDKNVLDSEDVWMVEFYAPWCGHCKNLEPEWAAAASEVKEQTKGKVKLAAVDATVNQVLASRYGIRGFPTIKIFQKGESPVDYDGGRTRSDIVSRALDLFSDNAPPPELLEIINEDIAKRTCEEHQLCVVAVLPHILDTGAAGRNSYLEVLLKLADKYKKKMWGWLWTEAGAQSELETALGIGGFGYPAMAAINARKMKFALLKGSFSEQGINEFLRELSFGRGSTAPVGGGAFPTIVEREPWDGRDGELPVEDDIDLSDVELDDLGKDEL
DENV2 CPE = inhibitors of DENV2 cytopathic effect. DENV2-infected cells, cytopathic effect rescue, plate reader. CPE inhibition, % at 9.99 µM. hit rate 1.7% among 350,000; in the data active means CPE inhibition above about 20%, passing the limit was not always enough; inconclusive means no clear call, values can overlap the other calls; tested in BHK-21 cells;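 further: 0% = median of neutral control wells and 100% = median of positive control wells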
ARNT TACC3 PPI = disrupts binding between human ARNT and TACC3; Q9Y6A5; AlphaScreen His-ARNT PAS-B/GST-TACC3 binding, luminescence; TACC3 fragment carries E629A point mutation; inhibition, % at 9.99 µM; hit rate 0.66% among 390,000;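 active means mean inhibition of replicates at least 50% and at least half of replicates each reaching 50%; inconclusive means half or more replicates reach 50% but mean below 50%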;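 further: 0% = complete ARNT plus TACC3 wells and 100% = ARNT alone without TACC3; many hits fall short of the cut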
EWS-Fli inh = EWS/Fli transcriptional activity inhibition; A673 NR0B1-luciferase reporter, viability-normalised; inhibition, % at 12.6 µM; hit rate 0.67% among 350,000;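 active means mean inhibition of at least 50% after viability correction, with every replicate also passing that limit; inconclusive means mean reaches 50% but only one of two replicates passes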;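 further: firefly luciferase signal divided by Alamar Blue viability fluorescence both relative to DMSO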
INS-1E GSIS act = primary screen for activators of insulin secretion dependent on glucose, INS-1E cells, GLuc reporter luminescence; INS-1E GLuc reporter insulin secretion, 2-3 h; activation, % at 16.6 µM; hit rate 0.61% among 370,000;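 active means lowest replicate activation of at least 40%, so every replicate reaches that level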;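 further: 0% = median of neutral control wells and 100% = median of IBMX positive control wells; some compounds called inactive have numbers as strong as hits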
* hit, by the source's call; ? = inconclusive; / = not tested or not shown; & = joins results of further samples.

SMILES	CFTR F508del cor	PAX8 inh HTS	Xi reactivation	ERp5 block	DENV2 CPE	ARNT TACC3 PPI	EWS-Fli inh	INS-1E GSIS act
CC(=O)Nc1ccc(-c2noc(-c3csc([C@@H]4C[C@H](O)[C@@H](CO)O4)n3)n2)cc1	-0.2	-32.3	0.1	-1.0	-5.2	/	-16.6	-4.5
COc1ccc(CNc2ncccc2[N+](=O)[O-])cc1	-3.0	-81.0	0.0	1.4	-4.4	6.2	-54.7	20.5
CC(=O)Nc1c(Br)cc2c(c1Br)C(=O)c1ccccc1-2	0.4	-2.6	0.2	3.0	3.4	-8.1	-2.6	-1.2
C[C@H]1CN([C@@H](C)CO)C(=O)c2cccc(NC(=O)Nc3ccc4c(c3)OCO4)c2O[C@@H]1CN(C)Cc1ccccc1	-0.2	-60.9	0.1	-4.9	39.2*	/	-9.4	-13.3
Cc1ccc(-c2nc(-c3cccnc3)sc2CC(=O)Nc2ccc(C)c(Cl)c2)cc1	/	31.6	1.6	/	/	10.4	/	-36.0
COc1ccc(CCNC(=O)C2CC(=O)N(c3ccc(C)cc3)C2)cc1OC (stereo not drawn)	-2.0	-4.7	0.1	1.8	-1.6	29.0	0.8	30.3
CC(=O)Nc1ccc(S(=O)(=O)N(C)CC(=O)OCC(=O)N2CCCCCC2)cc1	-1.7	-1.8	-0.1	3.8	-2.8	-1.2	/	12.5
O=C(C[C@@H]1CC[C@H](NC(=O)c2ccccn2)[C@@H](CO)O1)NCc1cccc(F)c1	-1.0	-1.8	-0.5	2.4	9.6	-3.0	-5.0	1.0
O=C(c1cncc(Br)c1)N1CCN(S(=O)(=O)c2ccccc2C(F)(F)F)CC1	-0.7	-6.6	0.2	0.6	4.2	0.1	2.4	14.1
CCC(=O)N(C)C[C@@H]1Oc2cc(C#Cc3ccncc3)ccc2S(=O)(=O)N([C@@H](C)CO)C[C@@H]1C	0.4	/	0.4	-0.4	-11.4	-4.3	-7.8	0.1
CC(=O)Oc1cc2c(cc1OC(C)=O)C(=O)CCCC2	-1.5	15.8	0.0	15.6	-4.6	/	10.1	4.2
COc1ccc(/C=N/n2c(C)nc3sc(C)c(C)c3c2=O)cc1OC	-3.9	5.5	0.0	6.6	-5.2	-19.4	1.6	3.8
CO[C@H]1CN(C)C(=O)c2ccc(NC(=O)C3CCC3)cc2OC[C@H](C)N(CC2CCCCC2)C[C@@H]1C	-0.1&-3.5	16.4	-0.1&-0.1	-0.3&2.1	?	/	-4.6&-5.0	-2.8&-26.7
CC(=O)C1=C(C)N(Cc2ccc(F)cc2)C(=S)NC1c1ccc(Br)cc1 (stereo not drawn)	0.1	4.6	0.3	3.8	-5.5	/	4.6	-37.4
O=S(=O)(Cc1ccccc1)N1CCCCN2[C@H](C1)[C@H](c1ccc(C#Cc3ccccc3)cc1)[C@@H]2CO	-0.7	26.0	0.1	-3.2	3.5	6.3	-1.6	-23.3
C[C@@H]1CN([C@H](C)CO)C(=O)Cc2cc(NC(=O)Nc3ccc(F)cc3)ccc2O[C@@H]1CN(C)CC1CCCCC1	1.3	-2.5	-0.1	-2.3	-0.3	6.1	2.3	-19.4
CCOC(=O)C1(CCOc2ccccc2)CCN(Cc2cnc(C)[nH]2)CC1	-0.4	1.2	0.0	8.9	?	10.9	4.6	0.7
COc1ccc(S(=O)(=O)NCC2CCCN(C(=O)CNC(C)=O)C2)cc1 (stereo not drawn)	-4.5	-9.4	-0.5	1.1	-3.9	0.3	-2.4	1.4
C[C@@H]1CN([C@@H](C)CO)S(=O)(=O)c2ccc(C#CC3CC3)cc2O[C@@H]1CN(C)C(=O)C1CC1	-1.8	/	-1.0	8.2	5.5	-1.8	6.5	-3.8
C[C@H]1CCCCO[C@H](CN(C)C(=O)Nc2ccc3c(c2)OCO3)[C@@H](C)CN([C@@H](C)CO)C(=O)c2cc(NS(=O)(=O)c3cccs3)ccc2O1	-1.0	-6.2	1.2	-4.7	0.0	-0.6	-1.6	2.1
Cn1c(=O)oc2cc(S(=O)(=O)N3CCC(C(=O)NCc4cccs4)CC3)ccc21	3.3	11.5	0.0	0.5	?	-11.2	2.2	-3.9
COc1ccc(OCc2nc(C#N)c(NCCCn3ccnc3)o2)cc1	5.7	-6.5	-0.1	1.0	-1.9	-0.8	-6.9	5.9
COc1cccc(CN(C)C(=O)c2ccc(Cl)c(S(=O)(=O)N3CCCCCC3)c2)c1OC	-3.7	3.4	-0.1	14.8	-3.2	8.1	10.8	-22.7
Cc1ccc(S(=O)(=O)N(C)C[C@H]2Oc3c(NS(C)(=O)=O)cccc3C(=O)N([C@@H](C)CO)C[C@H]2C)cc1	-1.0	4.0	0.2	3.1	5.4	-1.7	-5.9	3.6
COc1ccc(C(=O)Oc2ccc3ccc(=O)oc3c2)cc1OC	0.4	0.2	0.0	0.5	8.3	1.8	/	6.7
COc1cccc(CNC(=O)Cc2ccc(NC(=O)C3=C(C)OCCS3)cc2)c1	-2.0	-113.2	0.0	0.3	-3.7	-20.5	/	17.8
Cc1cc(/C=C2\SC(N)=NC2=O)c(C)n1-c1ccc(F)cc1	2.4	27.2	0.0	0.2	5.1	17.6	-29.6	3.1
C[C@@H]1CCCCO[C@@H](CN(C)S(=O)(=O)c2ccc(Cl)cc2)[C@H](C)CN([C@H](C)CO)C(=O)c2cc(NC(=O)Cc3ccccc3)ccc2O1	-2.9	61.8*	-1.0	2.1	14.2	8.0	14.8	-17.9
CCC(=O)N1CCC(C)(C(=O)Nc2nccc3ccccc23)C1 (stereo not drawn)	0.6	4.4	0.2	2.1	9.3	/	2.4	/
O=C(COc1ccccc1C(=O)NCC1CCCO1)Nc1ccc(Br)cc1 (stereo not drawn)	3.2	4.9	0.3	4.2	-1.9	0.9	19.1	-18.9
COCCN(C(=O)COC(=O)CNC(=O)c1ccc(C)cc1)c1c(N)n(Cc2ccccc2)c(=O)[nH]c1=O	2.0	0.9	-0.3	-3.2	-4.1	-0.4	3.3	/
O=C(O)CSCC(=O)Nc1ccc(C(F)(F)F)cc1	0.5	7.1	0.0	0.2	9.0	-2.2	4.0	10.3
COc1ccc(C(=O)CSc2n[nH]c(=O)n2Cc2ccco2)cc1	1.2	-31.3	-0.2	0.6	3.3	-8.8	-12.2	3.3
COC(=O)C1=NNC(C(=O)OC)C1c1ccccc1 (stereo not drawn)	3.9	-6.3	0.2	-3.9	4.2	-4.7	1.3	/
CN(C)C(=O)C[C@H]1CC[C@H]2[C@@H](COC[C@@H](O)CN2S(=O)(=O)c2ccccc2)O1	-0.2	/	0.4	3.0	-0.2	-8.8	/	14.2
Cc1ccc(OCc2nnc(SCC(N)=O)n2N)cc1	1.2	0.9	-0.2	-0.1	-2.3	-4.1	-6.5	5.6
NC(=O)C1CCN(C(=O)c2cccc(CN3C(=O)c4ccccc4C3=O)c2)CC1	-1.0	15.8	0.0	2.6	13.3	1.1	-3.0	5.0
CC(=O)Oc1c(C(C)C)cc(N(C(C)=O)c2ccccc2)cc1C(C)C	2.4	-17.3	0.1	-8.5	1.2	-0.4	1.2	25.1
C=CCOC(=O)C1=C(C)N=C2SCCC(=O)N2C1/C=C/c1ccccc1OC (stereo not drawn)	-4.8	2.5	0.0	7.0	2.1	0.5	11.5	-11.1
Cc1ccc(S(=O)(=O)N(C)C[C@@H]2OCCCC[C@H](C)Oc3ccc(NS(=O)(=O)c4ccc(Cl)cc4)cc3C(=O)N([C@H](C)CO)C[C@H]2C)cc1	-2.7	81.4*	0.2	4.4	?	-6.8	2.8	0.9
O=C(c1ccco1)N1CCCC(N2CCN(c3cccc(C(F)(F)F)c3)CC2)C1 (stereo not drawn)	-0.3	-0.1	-0.1	4.7	2.2	-3.4	/	-33.5
O=C(CCCC(=O)Nc1cccc(Br)c1)N/N=C/c1cc([N+](=O)[O-])ccc1O	2.9	13.8	0.1	1.8	?	9.6	13.1	-33.7
COc1ccc(C(=O)NCc2nnc(SC)n2Cc2ccccc2)cc1	1.8	1.8	-0.2	-6.1	6.8	-7.6	5.1	-4.2
COc1ccc(C)cc1NC(=O)CSc1nc2scc(C)c2c(=O)[nH]1	1.1	6.0	0.0	3.0	-8.6	-5.2	/	12.8
Cc1noc(C)c1NC(=O)N(C)C[C@H]1OCCCC[C@H](C)Oc2ccc(NC(=O)C3CCCCC3)cc2C(=O)N([C@@H](C)CO)C[C@H]1C	-2.1	-18.0	0.4	1.0	?	11.1	-15.6	3.9
N#Cc1c(N)nc2c(c1-c1ccccc1)CCCC2	/	15.9	/	-1.8	/	-2.6	/	1.3
CCc1ccc(S(=O)(=O)Nc2c(C)n(C)n(-c3ccccc3)c2=O)cc1	-2.2	-12.7	0.2	5.0	0.8	-11.0	-0.1	38.1
CCCSc1ccc([C@@H]2[C@H]3C(=O)N(CC)C(=O)[C@H]3[C@]3(C(=O)OC)CCCN23)cc1	1.9	-9.9	0.1	1.4	/	-7.5	7.0	8.4
c1ccc(N2OCC3Cn4c(nc5ccccc54)C32)cc1 (stereo not drawn)	0.3	22.4	-0.1	1.6	-3.7	-2.6	-29.4	3.7
CN(CCc1ccccn1)C(=O)Nc1cccc(Cl)c1	-2.8	1.6	0.1	1.3	6.4	-36.3	-7.6	10.7

Taken from above.
CCCSc1ccc([C@@H]2[C@H]3C(=O)N(CC)C(=O)[C@H]3[C@]3(C(=O)OC)CCCN23)cc1 in PAX8 inh HTS = -9.9
O=C(c1ccco1)N1CCCC(N2CCN(c3cccc(C(F)(F)F)c3)CC2)C1 (stereo not drawn) in ERp5 block = 4.7
CN(CCc1ccccn1)C(=O)Nc1cccc(Cl)c1 in INS-1E GSIS act = 10.7
O=C(CCCC(=O)Nc1cccc(Br)c1)N/N=C/c1cc([N+](=O)[O-])ccc1O in ERp5 block = 1.8
COc1ccc(C(=O)NCc2nnc(SC)n2Cc2ccccc2)cc1 in DENV2 CPE = 6.8
Cc1noc(C)c1NC(=O)N(C)C[C@H]1OCCCC[C@H](C)Oc2ccc(NC(=O)C3CCCCC3)cc2C(=O)N([C@@H](C)CO)C[C@H]1C in PAX8 inh HTS = -18.0

Next entries follow:
SMILES	CFTR F508del cor	PAX8 inh HTS	Xi reactivation	ERp5 block	DENV2 CPE	ARNT TACC3 PPI	EWS-Fli inh	INS-1E GSIS act
Cc1cccc(N2C(=O)/C(=C\c3ccc(C(=O)O)cc3)c3ccccc3C2=O)c1	0.4	14.8	0.1	4.7	5.3	1.9	6.3	-14.7
COc1cccc(NC(=O)N[C@@H]2C=C[C@@H](CC(=O)N3CCCCC3)O[C@H]2CO)c1	1.2	1.8	0.0	1.6	0.9	2.4	-4.3	14.5
CN(Cc1ccccc1)C(=O)c1csc([C@@H]2C[C@H](O)[C@@H](CO)O2)n1	-1.3	4.3	0.2	0.7	8.5	/	-12.0	0.7
O=[N+]([O-])c1cc(Br)c(O)c(/C=N/Nc2nc3ccccc3s2)c1	0.9	-12.9	0.2	-4.2	11.0	-22.4	-3.7	0.9

Three entries already listed, arranged by the value under ERp5 block, lowest first.
| Molecule | ERp5 block |
| --- | --- |
| C[C@H]1CCCCO[C@H](CN(C)C(=O)Nc2ccc3c(c2)OCO3)[C@@H](C)CN([C@@H](C)CO)C(=O)c2cc(NS(=O)(=O)c3cccs3)ccc2O1 | -4.7 |
| COCCN(C(=O)COC(=O)CNC(=O)c1ccc(C)cc1)c1c(N)n(Cc2ccccc2)c(=O)[nH]c1=O | -3.2 |
| O=C(COc1ccccc1C(=O)NCC1CCCO1)Nc1ccc(Br)cc1 (stereo not drawn) | 4.2 |
